# CHRM5 agonist: CHRM5 agonism in calcium assay; CHO-K1 hM5 cells, Fluo-8 calcium fluorescence; 0% DMSO wells, 100% maximal acetylcholine response; actives 0.19% (n = 360,000); P08912; activation, % at 3 µM;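 active = activation above the run's mean over test compounds plus 3 SD, cut at about 23% in these data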;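 also: signal is peak over basal fluorescence ratio across the kinetic read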
# CRFR2-BP ag: CRF-BP/CRF-R2 complex agonism; HEK293 CRF-R2/CRF-BP, calcium dye fluorescence (FLIPR); percent of saturating CRF peptide response; actives 0.46% (n = 350,000); activation, % at 13.2 µM; AID 588473;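 active = activation of at least 50%, plus an integration ratio under a set limit after plate pattern correction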;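 also: plate controls were neutral control wells without compound for no effect and CRF at EC100 for full effect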
# CHO-K1 Ca PAM: nonselective activator or artifact in parental CHO-K1 calcium assay; actives 0.02% (n = 360,000); ATP EC20, Fluo-8 calcium fluorescence; 0% at ATP EC20, 100% at ATP max; activation, % at 3 µM; AID 602247;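 active = activation above the run cutoff, the mean activation of all test compounds plus 3 SD, cut at about 40% in these data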;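 also: peak over basal fluorescence ratio in a 140 s read after ATP addition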
# M5 antag: antagonists of human muscarinic M5 receptor (CHRM5). actives 0.59% (n = 360,000). inhibition, % at 3 µM. P08912. CHO-hM5 cells, Fluo-8 calcium fluorescence, ACh EC80;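 active = inhibition above a per-plate cutoff, the mean of that plate's test compounds plus 3 SD, cut at about 27% in these data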;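 also: 0% = acetylcholine EC80 with DMSO and 100% = DMSO without agonist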
# CRFR2-BP antag: blocks CRF-induced signaling of the CRF-BP/CRF-R2 complex | HEK293 CRF-R2/CRF-BP, CRF-induced calcium fluorescence | inhibition, % at 11.8 µM | actives 0.59% (n = 350,000);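 active = inhibition of the ligand-induced calcium signal above about 50% at the single tested concentration, limit read from the data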
# TAAR1 agonist: human TAAR1 agonism | Q96RJ0 | CHO RD-HGA16 TAAR1, Fluo-8 calcium fluorescence; vehicle wells 0%, saturating PEA agonist 100% | activation, % at 3 µM | actives 0.99% (n = 360,000) | AID 624467;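 active = activation above the mean activation of all test compounds in the run plus 3 SD, cut at about 38% in these data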
# Target sequence (Q96RJ0 whole entry, looked up): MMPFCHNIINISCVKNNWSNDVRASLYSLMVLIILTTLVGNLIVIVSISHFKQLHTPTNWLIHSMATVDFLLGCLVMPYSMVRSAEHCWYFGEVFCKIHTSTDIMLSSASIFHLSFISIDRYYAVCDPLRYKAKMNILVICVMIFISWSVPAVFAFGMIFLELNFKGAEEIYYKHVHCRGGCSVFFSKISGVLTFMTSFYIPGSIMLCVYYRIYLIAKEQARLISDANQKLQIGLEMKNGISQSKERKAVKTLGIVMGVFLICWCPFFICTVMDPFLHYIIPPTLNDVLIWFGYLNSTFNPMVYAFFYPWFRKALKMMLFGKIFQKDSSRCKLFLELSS
#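 Assay system: CHO-derived RD-HGA16 cells with stable Gα16 and human TAAR1; timing: 17-24 h seeding, 75 min 37 °C dye, 30 min RT; read-out: % activation from peak over basal fluorescence ratio, DMSO-to-PEA scaled; measured by: kinetic Fluo-8 calcium fluorescence; benchmarks: low control DMSO, high control PEA (EC100); doses: 3 µM single concentration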
# CHRM5 PAM: potentiates acetylcholine response at human M5 receptor. P08912. AID 624038. CHO-K1 hM5, Fluo-8 calcium, ACh EC20 PAM; 0% = ACh EC20, 100% = ACh EC100. actives 0.3% (n = 360,000). activation, % at 3 µM;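 active = activation above the run cutoff, the mean activation of all test compounds plus 3 SD, cut at about 18% in these data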
#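 Assay system: CHO-K1 hM5 cells. Also added: acetylcholine at EC20 concentration, added after compound. Dosing: 3 µM, single dose. Times: compound preincubation 140 s before EC20 acetylcholine addition. Signal: Fluo-8 calcium fluorescence. Measure: % activation relative to EC20 and EC100 ACh responses. Repeats: singlicate, one well per test compound.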
# TAAR1 antag: human TAAR1 antagonism | CHO RD-HGA16 TAAR1, Fluo-8 calcium fluorescence, antagonist | inhibition, % at 3 µM | actives 1.5% (n = 360,000);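 active = inhibition above a per-plate cutoff, the mean inhibition of test compounds on that plate plus 3 SD, cut at about 49% in these data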;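 also: 0% = DMSO plus EC80 beta-PEA response and 100% = DMSO alone without agonist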
#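 Material: RD-HGA16 CHO cells with stable hTAAR1 and Gα16; Dosing: single nominal final test compound concentration of 3 µM; Schedule: seeding 17-24 h prior, 75-min 37 °C, 30-min RT dye loading; Detection: kinetic Fluo-8 calcium fluorescence measurement; Measure: % inhibition from peak post-agonist over basal fluorescence ratio; Benchmarks: vehicle and agonist controls.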
# M4 PAM: CHRM4 positive allosteric modulation | AID 624126 | activation, % at 3 µM | actives 0.4% (n = 360,000) | CHO-K1 hM4/Gqi5, Fluo-8 calcium fluorescence, ACh EC20; 0% = ACh EC20, 100% = maximal ACh;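 active = activation above its plate's cutoff, the mean activation of sample wells plus 3 SD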; also: some results filed as inactive read as strong as hits
# Target sequence (P08173 whole entry, looked up): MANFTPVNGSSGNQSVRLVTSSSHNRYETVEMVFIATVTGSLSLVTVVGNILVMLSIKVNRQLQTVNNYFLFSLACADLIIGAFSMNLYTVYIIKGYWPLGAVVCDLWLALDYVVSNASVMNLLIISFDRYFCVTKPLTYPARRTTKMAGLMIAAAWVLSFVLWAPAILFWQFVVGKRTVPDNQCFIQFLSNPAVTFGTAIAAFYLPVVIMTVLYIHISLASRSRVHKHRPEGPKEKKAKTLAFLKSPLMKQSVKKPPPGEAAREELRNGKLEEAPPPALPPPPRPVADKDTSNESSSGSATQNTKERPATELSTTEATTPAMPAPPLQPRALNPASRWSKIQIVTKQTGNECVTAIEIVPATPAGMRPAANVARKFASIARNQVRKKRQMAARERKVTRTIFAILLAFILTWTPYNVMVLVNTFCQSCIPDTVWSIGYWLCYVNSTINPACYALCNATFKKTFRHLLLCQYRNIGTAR
# * hit, by the source's call; . = no result given.
SMILES,CHRM5 agonist,CRFR2-BP ag,CHO-K1 Ca PAM,M5 antag,CRFR2-BP antag,TAAR1 agonist,CHRM5 PAM,TAAR1 antag,M4 PAM
CCOc1ccc(C(=O)NC(=S)NCc2cccnc2)cc1,0,-2.6,5,-7,27,1,3,-9,0
C=CCNC(=S)N/N=C(\C)c1ccc(OC)cc1,-4,-0.7,23,-7,-12,7,4,-1,7
O=c1ccc(-c2ccccc2)nn1Cc1ccc(F)cc1Cl,-2,0.9,7,6,-3,8,-2,-5,6
Cc1cc(C)cc(N(CCC#N)C(=O)CSC2=Nc3ccccc3C3CC=NN23)c1 (centres undefined),24*,1.8,7,-3,-8,3,13,10,-5
O=C(Cn1nnc2ccccc2c1=O)Nc1ccc2c(c1)CCC2,0,-0.2,-16,4,3,7,-7,6,2
Cc1cc(SCC(=O)NCCC2=CCCCC2)nc2ccccc12,-4,-1.5,-11,-3,-17,19,13,-2,7
COc1ccc(C/C(N)=N/OC(C)=O)cc1OC,-1,-1.2,24,2,3,4,-2,8,6
CCOC(=O)c1c(N)n[nH]c1-c1ccccc1,10,-1.1,-6,-5,-11,1,-2,-5,1
O=c1oc(-c2ccccc2)nc2ccsc12,1,1.2,12,6,-5,2,-4,-4,1
Cc1cccc(N2CCN(C(=O)c3ccc4ccccc4c3)CC2C)c1 (centres undefined),-1,-6.5,-24,16,-4,2,-12,14,-7
CCCCOc1ccc(N(CC(=O)NC2CCCCC2)C(=O)CCC(=O)Nc2ccccn2)cc1,-2,-0.1,5,7,0,2,9,-8,1
COc1ccccc1NC(=O)COc1coc(CN2CCN(c3ccccc3)CC2)cc1=O,1,-2.9,18,7,3,2,-3,-27,4
O=C(CN1CCCCC1)Nc1ccccc1-c1ccccc1,-8,0.4,0,45*,1,0,-25,-22,-16
CCN1C(=O)[C@H]2[C@@H](c3ccc(Cl)cc3)N3C(=O)CN(CC4CC4)C(=O)[C@@]3(Cc3ccccc3)[C@H]2C1=O,0,-0.2,0,11,-7,4,-1,21,11
Cc1ccc(S(=O)Cc2ccc(C(=O)N3CCN(C(=O)c4ccco4)CC3)o2)cc1 (centres undefined),-5,0.2,-15,2,-3,4,-4,-15,-4
COc1ccc(CONc2ncnc3nonc23)cc1[N+](=O)[O-],-3,-1.6,-18,-6,8,3,-12,9,-6
Cc1c(C(=O)N(C)CCC#N)oc2ccc(S(=O)(=O)N3CCOCC3)cc12,2,1.0,0,-14,-4,3,2,-8,0
CCN1C(=S)N[C@@H](CCc2ccccc2)C(C(=O)OC)=C1C,-5,-0.2,-6,11,-8,0,-2,3,9
COc1cccc(N2CCN(S(=O)(=O)c3cccc4cccnc34)CC2)c1,-3,-0.3,7,5,20,3,-9,16,-10
COC(C/C=C\[C@H](O)[C@@H](C)OCc1ccccc1)OC,2,1.3,2,0,3,3,5,0,9
Cc1ccc(NC(=O)CCC(=O)NNC(=O)C(c2ccccc2)c2ccccc2)c(C)c1,0,4.7,-1,4,-4,10,-3,-3,3
C=CCOc1ccc(/C(CC)=N/O)c(OC)c1,-3,0.1,16,2,-10,3,2,-3,-4
CCCN(C(=O)CSc1cc(-c2ccccc2)c2ccc(OC)cc2n1)C1CCS(=O)(=O)C1 (centres undefined),-2,-2.7,23,1,15,2,0,6,2
COc1cc(CCC(=O)Nc2nnc(C)s2)cc(OC)c1OC,-1,1.9,4,15,7,-1,0,7,3
COc1ccccc1NS(=O)(=O)c1cc(NC(=O)c2cccs2)ccc1N1CCOCC1,-7,-1.0,6,8,20,5,-14,44,-12

# The results go on.
SMILES,CHRM5 agonist,CRFR2-BP ag,CHO-K1 Ca PAM,M5 antag,CRFR2-BP antag,TAAR1 agonist,CHRM5 PAM,TAAR1 antag,M4 PAM
COc1cc(/C=C2\C(=N)N3N=CSC3=NC2=O)cc(Br)c1OC(=O)c1ccco1,-2,0.7,11,-2,-40,-1,-2,0,-2
CC(=O)Nc1cc(N=Cc2ccc(O)cc2O)c(Cl)cc1Cl,0,-3.0,21,-12,1,.,5,.,-1
Cc1cc(/C=C2/NC(=O)NC2=O)c(C)n1-c1ccc(C#N)cc1,2,4.7,5,-20,-18,0,4,6,-2
CCOc1cccc2cc(C(=O)N3CC(C)OC(C)C3)c(=O)oc12 (centres undefined),3,-1.8,19,9,1,-1,5,-11,-1
Cc1cc(NC(=O)CN2CCN(S(=O)(=O)c3ccc4ccccc4c3)CC2)no1,-4,2.9,-7,2,50*,-3,-8,4,-3
CC(C)/C=N\NC(=O)CCCCC(=O)N/N=C/C(C)C,-3,-0.7,-9,7,24,0,-6,-3,-6
Cc1ccc(N2CCCC2=O)cc1S(=O)(=O)N1CCOCC1,-3,1.7,-2,-13,9,4,4,-9,11
O=C(NCCCN1CCOCC1)C(=O)NCC1OCCN1S(=O)(=O)c1ccc(F)cc1 (centres undefined),-2,0.3,18,-6,-12,0,4,-5,-1
CCc1c(C)[nH]c(C(=O)OCc2ccccc2)c1C,2,-0.1,16,-4,23,16,-2,3,-6
COc1ccc([C@H]2CC(=O)C=C(c3ccc(CO)cc3)C2)cc1,2,-1.6,15,8,-1,4,-5,14,3
Cc1ccc(NC(=S)NN(C)c2nc(C)cnc2C)cc1,-1,0.2,4,3,8,1,1,3,4
COc1cc(/C(C)=N/NC(=O)C(O)(c2ccccc2)c2ccccc2)ccc1O,-3,1.1,8,16,3,1,-3,-2,1
CC1CCCCN1S(=O)(=O)c1ccc2[nH]c(=O)cc(C(=O)NCCCN3CCCCCC3)c2c1 (centres undefined),-8,-0.7,10,14,-17,1,-1,-24,0
OC1(c2ccc(OC(F)F)cc2)CSC(=Nc2cccnc2)N1Cc1ccco1 (centres undefined),-3,0.8,8,14,15,10,-27,57*,-14
O=C(/C=C/c1ccc2c(c1)S(=O)(=O)N(Cc1ccccc1)[C@H]2CC(=O)N1CCOCC1)N1CCOCC1,2,0.1,-4,11,-8,2,14,4,10
S=c1[nH]nc(-c2ccc(Cl)cc2Cl)n1-c1ccc(Cl)cc1,4,-1.4,-7,-7,6,36,-6,39,-2
CC(C)n1c(-c2ccc(C(C)(C)C)cc2)n[nH]c1=S,3,-0.2,5,18,-13,1,-21,22,0
O=C(O)c1cc([N+](=O)[O-])ccc1N1CCCCC1,-1,-3.2,26,2,-3,2,-1,19,3
O=C(COc1ccc(Br)cc1Cl)N1CCN(c2ccccn2)CC1,-3,-1.8,3,2,-11,2,4,-3,-1
COc1ccc(NC(=O)Nc2ccc(C)cc2Br)c(OC)c1,-6,0.3,-1,-2,41,22,-4,-3,6
Cc1ccc(S(=O)(=O)Nc2ccccc2C(O)c2ccccc2)cc1 (centres undefined),0,1.1,14,16,0,4,-10,8,-8
COc1ccc(NC(=O)/C=C/c2c(Cl)nc3ccccn23)cc1,0,-0.3,15,1,-12,2,-4,15,0
CC1CCCCC1NC(=O)COc1ccccc1C#N (centres undefined),1,-0.2,-6,3,6,-2,0,-6,2
CCN(CC)S(=O)(=O)c1cccc(-c2nnc(SC(C)C(=O)NCCC3=CCCCC3)o2)c1 (centres undefined),-1,0.2,17,9,21,3,0,-3,-15
CC(C)(NC(=O)c1ccccc1)c1nc2ccccc2s1,4,-0.9,3,-4,6,20,5,-6,4

# 4 of the compounds above, bar-delimited:
canonical_smiles | CHRM5 agonist | CRFR2-BP ag | CHO-K1 Ca PAM | M5 antag | CRFR2-BP antag | TAAR1 agonist | CHRM5 PAM | TAAR1 antag | M4 PAM
CC(=O)Nc1cc(N=Cc2ccc(O)cc2O)c(Cl)cc1Cl | 0 | -3.0 | 21 | -12 | 1 | . | 5 | . | -1
Cc1cc(/C=C2/NC(=O)NC2=O)c(C)n1-c1ccc(C#N)cc1 | 2 | 4.7 | 5 | -20 | -18 | 0 | 4 | 6 | -2
CCOc1cccc2cc(C(=O)N3CC(C)OC(C)C3)c(=O)oc12 (centres undefined) | 3 | -1.8 | 19 | 9 | 1 | -1 | 5 | -11 | -1
Cc1cc(NC(=O)CN2CCN(S(=O)(=O)c3ccc4ccccc4c3)CC2)no1 | -4 | 2.9 | -7 | 2 | 50* | -3 | -8 | 4 | -3

# (continued)
SMILES,CHRM5 agonist,CRFR2-BP ag,CHO-K1 Ca PAM,M5 antag,CRFR2-BP antag,TAAR1 agonist,CHRM5 PAM,TAAR1 antag,M4 PAM
CC(=O)c1ccc(N2CCN(C(=O)c3cc(S(=O)(=O)N4CCOCC4)ccc3C)CC2)cc1,-2,0.2,5,6,2,2,-12,3,7
O=C(Cn1cnc2c(oc3ccccc32)c1=O)NCC1CCCO1 (centres undefined),1,6.8,4,1,2,5,-4,-23,1
COc1ccc(CNS(=O)(=O)CCNCc2ccco2)cc1,-1,-0.4,19,-5,7,1,0,-18,10
Cc1ccc(NC(=O)c2ccc(Cn3cc(Br)cn3)o2)cc1,-1,-2.6,-2,0,-43,3,-1,-10,0
COc1ccc(Nc2oc(COc3ccc(OC)cc3)nc2C#N)cc1,-3,-0.2,14,7,6,1,-8,29,-5
CCCCCn1c(N2CCCC2)nc2c1c(=O)n(C)c(=O)n2C,2,-3.2,-5,-6,4,0,8,-5,0
CCCC(=O)Nc1ccc(N2CCN(C(=O)c3cccs3)CC2)cc1,-1,-0.4,0,-3,6,3,-5,-33,1
COc1ccc(-n2nnnc2S(=O)(=O)Cc2ccc(C(=O)O)cc2)cc1,2,-0.4,6,0,-3,7,2,8,-1
O=C(Nc1ccc2nc3n(c(=O)c2c1)CCCC3)c1cccnc1Cl,4,-0.1,20,-12,3,5,2,-15,7
Fc1ccccc1NC(=S)NNc1ncc(C(F)(F)F)cc1Cl,11,31,7,1,13,25,-8,-18,-6
Cc1ccc2c(c1)sc(=NC(=O)c1cccs1)n2C,-4,-4.2,6,-1,6,1,-3,-10,17
O=C1[C@H](c2ccccc2)[C@@H](c2ccccc2)N1c1ccncc1,-3,-5.3,0,-2,3,7,-1,-4,-7
CCCCN(C(=O)CCC(=O)Nc1cc(C)on1)C(C(=O)NC1CCCC1)c1cccc(OC)c1 (centres undefined),-2,-1.6,-3,-14,1,8,6,-20,4
COc1ccc(-c2cc(C(=O)NC3CCCC3)c3ccccc3n2)cc1OC,-4,0.7,6,7,97*,8,-3,45,-12
COc1ccc(NS(=O)(=O)c2csc(C(N)=O)c2)cc1,-3,-0.3,-11,3,-4,1,0,2,6
COc1ccc(N(CC(=O)Nc2ccccc2F)S(=O)(=O)c2ccc(OC)c(OC)c2)cc1,0,-3.3,11,9,-3,10,-3,32,-7
CCN(CCn1cccn1)C(=O)CC1C(=O)NCCN1Cc1ccc(F)cc1 (centres undefined),-1,2.2,13,8,-13,5,-3,16,2
CC(=O)c1ccc(N(C(=O)CNC(=O)c2ccco2)C(C(=O)NC2CCCC2)c2cccnc2)cc1 (centres undefined),-4,1.7,-5,16,4,-3,-2,-3,-5
Cc1ccc(CS(=O)(=O)Cc2ccc(C(=O)NCc3ccco3)o2)cc1,1,0.1,-3,8,-3,1,-5,3,0
CCCc1cc(=O)n2[nH]c(-c3ccc(OC)cc3)nc2n1,-1,1.4,6,-6,-27,-2,4,3,7

# High-throughput results: PubChem BioAssay, several laboratories
